HRas wt GTP: human HRas wildtype GTP binding, change in either direction; P01112; GST-Ras wt beads, Bodipy-FL-GTP binding, flow cytometry; actives lie on both sides; GTP binding activity, % at 10 µM; actives 0.14% (n = 190,000); AID 759;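 active = GTP binding activity at least 20% away from the 100% baseline, either lowered as inhibitor or raised as activator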;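 note: 0% = unlabeled GTP competition control and 100% = no-compound control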
Target sequence (P01112 whole entry, looked up): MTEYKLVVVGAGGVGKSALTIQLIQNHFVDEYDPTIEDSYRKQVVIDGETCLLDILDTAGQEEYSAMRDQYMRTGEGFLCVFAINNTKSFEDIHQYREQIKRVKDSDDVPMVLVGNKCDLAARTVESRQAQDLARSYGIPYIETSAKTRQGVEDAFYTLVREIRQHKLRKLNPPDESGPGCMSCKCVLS
Rab7 wt GTP bind: alters GTP binding to wildtype dog Rab7; GST-Rab7 beads, fluorescent GTP binding, flow cytometry; actives lie on both sides; untreated = 100%, excess cold GTP = 0%; actives 0.055% (n = 190,000); GTP binding activity (percent of control), % at 10 µM;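 active = fluorescent GTP binding to Rab7 beads changed by at least 20 points from the 100% baseline, either direction, mostly lower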;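 note: median green fluorescence of bound Bodipy-FL-GTP per Rab7 bead population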
Bim-Bcl-B: disrupts Bim peptide binding to human Bcl-B. inhibition, % at 10 µM. Q9HD36. actives 0.073% (n = 190,000). AID 951. bead-based flow cytometry;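 note: 0% = tracer peptide without compound and 100% = reference inhibitor peptide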
Target sequence (Q9HD36 whole entry, looked up): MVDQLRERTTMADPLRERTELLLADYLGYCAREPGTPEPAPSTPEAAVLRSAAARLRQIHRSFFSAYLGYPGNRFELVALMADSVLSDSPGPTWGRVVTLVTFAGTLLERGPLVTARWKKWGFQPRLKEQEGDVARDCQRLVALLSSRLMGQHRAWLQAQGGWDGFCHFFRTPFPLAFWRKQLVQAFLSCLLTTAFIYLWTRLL
Bim-Bcl-XL: disrupts Bim peptide binding to human Bcl-XL; bead flow cytometry, fluorescence; inhibition, % at 10 µM; actives 0.04% (n = 190,000)
Target sequence (Q07817 whole entry, looked up): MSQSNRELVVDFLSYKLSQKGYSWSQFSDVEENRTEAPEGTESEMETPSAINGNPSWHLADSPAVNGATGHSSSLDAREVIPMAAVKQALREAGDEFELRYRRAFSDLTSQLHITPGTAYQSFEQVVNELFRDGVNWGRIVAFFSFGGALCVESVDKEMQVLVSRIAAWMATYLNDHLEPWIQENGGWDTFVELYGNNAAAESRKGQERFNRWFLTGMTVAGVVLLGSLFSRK
Rac1 mut GTP: alters GTP binding to activated mutant human Rac1. GST-Rac1 activated beads, fluorescent GTP binding, flow cytometry; actives lie on both sides; 100% means binding = to untreated wells. percent activity (GTP binding), % at 10 µM. AID 764. actives 0.11% (n = 190,000). P63000;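 active = GTP binding at least 20 percentage points away from the 100% baseline, in either direction, so actives lie on both sides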
Bfl-1 Bim block: disrupts Bim binding to human Bfl-1 | Q16548 | Bead-based flow cytometry, Bim-Bfl-1 binding inhibition | inhibition, % at 10 µM | actives 0.12% (n = 190,000);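 note: 0% = wells without compound plus tracer and 100% = blocker peptide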
Bcl-2 Bim block: disrupts Bim peptide binding to human Bcl-2; Bead-based flow cytometry, Bim peptide-Bcl-2 binding; inhibition, % at 10 µM; actives 0.06% (n = 190,000); in the data active = inhibition above about 40%;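 note: 0% = no compound wells with probe peptide and 100% = reference peptide inhibitor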
Target sequence (P10415 whole entry, looked up): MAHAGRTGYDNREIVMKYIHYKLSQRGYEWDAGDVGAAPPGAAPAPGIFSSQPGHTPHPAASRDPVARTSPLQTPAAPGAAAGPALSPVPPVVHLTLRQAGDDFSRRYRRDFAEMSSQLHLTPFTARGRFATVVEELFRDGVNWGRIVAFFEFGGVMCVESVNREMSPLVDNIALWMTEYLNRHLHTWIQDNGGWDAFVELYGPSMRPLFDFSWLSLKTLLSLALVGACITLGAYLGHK
Rab2 wt GTP: changes GTP binding to wildtype dog Rab2A, up or down. GST-Rab2 wt beads, Bodipy-GTP binding, flow cytometry. actives 0.19% (n = 190,000). P61105. AID 760. GTP binding activity, % at 10 µM;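 active = GTP binding activity at least 20 points away from 100%, either lowered or raised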;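 note: 0% = beads with excess unlabeled GTP and 100% = no-compound control corrected for plate trend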
Cdc42 wt: changes GTP binding to wildtype human Cdc42 | percent activity (GTP binding), % at 10 µM | actives 0.2% (n = 190,000) | AID 761 | P60953 | GST-Cdc42 beads, Bodipy-GTP binding, flow cytometry; actives lie on both sides;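 active = percent activity GTP binding at least 20 points away from the 100% baseline, either down as inhibitor or up as activator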;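 note: median bead fluorescence of bound Bodipy-FL-GTP at 100 nM; 0% = excess unlabeled GTP control and 100% = no compound control; below 100% means less GTP binding so inhibitor and above means activator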
Bcl-W Bim block: human Bim-Bcl-W interaction inhibition. Q92843. bead-based flow cytometry, Bim peptide-Bcl-W binding. inhibition, % at 10 µM. actives 0.02% (n = 190,000). AID 952;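 note: 0% = bound tracer without compound and 100% = peptide blocker; higher means less fluorescent Bim peptide bound to Bcl-W beads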
Target sequence (Q92843 whole entry, looked up): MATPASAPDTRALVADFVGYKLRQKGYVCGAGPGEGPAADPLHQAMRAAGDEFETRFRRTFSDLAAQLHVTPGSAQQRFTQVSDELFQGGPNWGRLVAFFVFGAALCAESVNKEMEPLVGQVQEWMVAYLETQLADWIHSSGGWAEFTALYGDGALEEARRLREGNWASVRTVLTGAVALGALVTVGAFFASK
Rac1 wt GTP bind: human Rac1 wildtype GTP binding, inhibitors and activators; actives 0.27% (n = 190,000); AID 757; GST-Rac1 beads, fluorescent GTP binding, flow cytometry; actives lie on both sides; 0 = cold GTP competed, 100 = untreated; GTP binding activity (% of control), % at 10 µM;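 active = GTP binding activity at least 20 points away from the 100% control level, either lower or higher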
Starred values were filed as active, the others as inactive. Cut-off read from the data, not from the text of the source, unless noted: active = inhibition above about 40%.

SMILES	HRas wt GTP	Rab7 wt GTP bind	Bim-Bcl-B	Bim-Bcl-XL	Rac1 mut GTP	Bfl-1 Bim block	Bcl-2 Bim block	Rab2 wt GTP	Cdc42 wt	Bcl-W Bim block	Rac1 wt GTP bind
COc1cccc(C2CC(c3ccc(Cl)cc3)Nc3nc(N)nn32)c1 (stereo not given)	97	98	-4	-1	97	-5	-3	99	98	3	99
CCn1ncc(Cl)c1C(=O)NC(=S)Nc1c(C)cc(C)cc1[N+](=O)[O-]	98	97	-3	-5	97	0	-1	99	101	-4	105
C#CC1(O)CC(C)N(C)C(C)C1 (stereo not given)	101	99	-5	-3	100	-11	-11	99	102	0	102
CCn1c(SCC(=O)Nc2ccc3c(c2)OCO3)nnc1-c1cnccn1	102	97	-8	-7	98	-16	-10	102	104	-1	112
O/N=C/c1ccc(OCc2ccccc2F)c(Cl)c1	99	99	-3	-2	100	0	0	98	99	-2	101
Cn1cccc1CNC(=O)Nc1ccc(Cl)c(Cl)c1	99	95	0	4	97	-1	1	95	98	1	98
Fc1ccc(Cl)cc1/C=N/n1cnnc1SCc1ccccc1	99	101	-8	-1	96	-7	-7	97	95	0	98
O=C1CCC([N+](=O)[O-])C(c2ccc(Cl)cc2Cl)N1 (stereo not given)	100	103	-8	-6	97	-22	-10	99	100	-3	104
CCC(=O)Nc1ccc(-c2nc3ccccc3c(=O)o2)cc1	93	97	4	1	93	3	2	92	92	0	95
CC(C)(C)NC(=O)NC(=O)COC(=O)c1cccc(S(=O)(=O)N2CCCCC2)c1	104	103	-8	-7	101	0	-7	100	99	-3	104
O=C(CCn1c(=O)oc2ccccc21)NCCCN1CCN(c2ccc(F)cc2)CC1	102	105	-8	-6	101	-17	-9	104	104	0	105
Cc1cc2c(cc1C)[n+](C)cn2CC(O)COCC1CC=CCC1 (stereo not given)	97	102	-2	-1	95	-6	-3	99	98	0	99
CC1=NN(c2ccc(Cl)cc2)C(=O)C1C(c1cccc(O)c1)c1c(C)[nH]n(-c2ccc(Cl)cc2)c1=O (stereo not given)	92	93	-2	-5	88	-6	1	88	93	0	92
CCn1c(SCc2nc3ccccc3[nH]2)nnc1-c1cccs1	103	103	-10	-8	102	-16	-8	100	105	-1	108
COc1cc(/C=C2\C(=N)N3N=CSC3=NC2=O)cc(Br)c1OC(=O)c1ccco1	91	93	0	0	89	5	-1	90	87	7	88
O=C(CCn1c(=O)oc2ccccc21)N1CCCCCC1	101	101	-5	-1	99	-13	-8	101	101	2	102
COc1ccccc1N1CCN(C(=O)C2CCN(S(=O)(=O)c3ccc(C)cc3)CC2)CC1	98	103	-3	-4	96	-2	-2	97	96	-1	98
CCCCN1C=CC(=C2C(=O)c3ccccc3C2=O)C=C1	94	92	-6	-1	95	-5	-2	96	96	-1	90
CN(C(=O)c1c(Cl)cnn1C)C12CC3CC(CC(C3)C1)C2	96	99	14	27	97	21	14	96	99	17	101
COc1ccc(OCC2CNC(=O)O2)cc1 (stereo not given)	99	100	-3	0	96	2	1	100	98	0	105
CCOC(=O)CNC(=O)c1nn(-c2ccc(OCC)cc2)c(=O)c2ccccc12	101	105	-6	-5	100	-8	-7	100	103	-2	106
COc1ccc2sc(NC(=O)c3ccco3)nc2c1	101	101	-7	-3	98	-9	-1	99	102	0	109
Cc1ccsc1/C=N/n1c(-c2ccccn2)n[nH]c1=S	95	97	1	1	96	0	1	96	96	7	95
COC(=O)C(NC(=O)c1c(C)nn(C)c1Cl)c1ccccc1 (stereo not given)	93	99	0	-2	93	-3	-1	93	91	-1	94
COc1ccccc1CCc1nnc(CCC(=O)NCCCOc2cccnc2)o1	98	102	-3	-5	97	-6	-5	99	98	-2	99
CCc1sc(NC(=O)c2cc3ccccc3oc2=O)nc1-c1cccs1	100	105	-2	-5	97	1	1	98	100	-1	103
COc1ccccc1/C=C/CN1CCN(Cc2ccc(C)o2)C(CCO)C1 (stereo not given)	100	106	-6	-5	94	-9	-6	100	98	-4	97
CCCCN(CC)CCCNC(=S)Nc1ccc2nc(N3CCN(CC)CC3)cc(C)c2c1	99	98	-1	0	98	1	-1	101	102	-8	103
Cc1cc(C)cc(N2CC(c3nc4ccccc4n3C)CC2=O)c1 (stereo not given)	101	102	-7	-3	102	-8	-10	105	106	4	108
COCCn1c(SCc2cccnc2)nnc1-c1ccco1	98	96	-5	-1	95	-16	-7	96	101	0	100
O=C(Nc1cc(C(F)(F)F)ccc1N1CCOCC1)c1cccc(F)c1	98	98	-9	-9	94	-14	-8	96	99	-3	98
Cc1ccc(S(=O)(=O)N2CCN(CC(=O)NC3CCCc4ccccc43)CC2)cc1C (stereo not given)	100	106	-9	-4	99	-9	-12	102	99	0	107
Cc1ccc(/C=C(\NC(=O)c2ccccc2)C(=O)NCCc2ccccn2)o1	103	97	1	-4	99	2	-6	99	96	-4	103
Cc1ccccc1N/C(SCc1ccc(Cl)cc1)=C(/C#N)C(N)=O	101	99	-4	-8	98	-3	4	100	100	-4	103
CC(=O)Nc1ccc2ccccc2c1	96	94	-1	-1	96	-2	-5	95	98	-1	94
COc1ccc(-c2noc(-c3ccc(Cl)cc3[N+](=O)[O-])n2)cc1OC	100	100	-7	-4	96	0	-1	95	96	0	100
CCOc1cc(N2CCOCC2)c(OCC)cc1NC(C)C(=O)N1CCC(C)CC1 (stereo not given)	97	100	9	4	98	1	7	97	106	1	105
COc1ccc(NC(=O)CC2CCCCC2)cc1OC	99	96	0	-1	98	-2	-2	97	99	-1	99
COCCNc1nnc(SCC(=O)N2CCN(S(=O)(=O)c3ccccc3)CC2)s1	100	98	-7	4	98	-8	-6	101	103	-4	101
COc1ccccc1-c1ccc(SCc2cccc(C)c2)nn1	97	102	-5	0	96	3	3	96	98	4	98
Cc1ccc(S(=O)(=O)NCCSc2ccccc2)cc1[N+](=O)[O-]	93	94	-5	-7	88	-1	0	86	91	-3	91
c1ccc(C2CC(c3cccs3)Nc3nnnn32)cc1 (stereo not given)	98	108	-7	-4	93	-6	-3	101	93	-4	99
Clc1ccc(CNc2nnnn2-c2ccccc2)c(Cl)c1	97	103	-11	-14	98	-17	-9	100	97	0	101
Cc1ccc(NC(=O)C2(N(C(=O)Cn3nnnc3N)c3ccc(C)cc3)CCCCC2)cc1	98	96	-8	-3	99	-8	-6	97	98	-1	101
Cn1c(COc2ccc3ccccc3c2)nnc1SCC(N)=O	103	104	-8	1	100	-10	-8	101	103	-2	106
CC(C)c1ccc(/C=N/NC(=O)C(=O)NCCCN2CCOCC2)cc1	102	101	0	0	100	6	4	100	101	0	106
CCCn1c(=O)[nH]c(=O)c2c(C(=O)OCC)cc(-c3cccs3)nc21	95	100	-2	-1	95	-5	-2	97	97	-1	95
Cc1ccc(C(=O)O/N=C(\N)c2cccnc2)cc1[N+](=O)[O-]	98	99	-2	-3	100	1	-3	96	99	-3	105
CCN(CC)c1ccc(/C=N/NC(=O)CCC(=O)NCc2ccccc2)c(O)c1	99	102	-9	-5	99	-12	-8	98	100	-3	102
CN(C)N1C(N)=C(C#N)C(c2ccsc2)C2=C1CC(C)(C)CC2=O (stereo not given)	102	98	-4	-5	102	0	-1	102	101	-2	103
NC(=O)NC(=O)CSc1ccccc1	104	100	-1	1	101	-3	-4	101	101	1	102
CC1CCN(C(=S)c2cn(Cc3ccc(F)cc3)c3ccccc23)CC1	100	97	-5	0	100	-3	-5	98	103	-6	101
CC(=O)N1N=C(c2ccc(C)o2)CC1c1cccc(F)c1 (stereo not given)	100	105	-10	-6	97	-10	-2	100	96	-2	100
CN1CCc2c1nc1ccccc1c2N=C1CCCN1Cc1ccccc1	104	103	-4	-7	103	-2	1	100	103	-5	103
COc1ccc(NC(=O)c2csc(Cc3ccccc3)n2)cc1	97	96	-7	-7	96	-5	-5	96	96	-1	98
Cn1cnnc1Sc1nc([N+](=O)[O-])nn1C	100	101	-1	2	98	-4	0	100	96	5	98
COc1cccc2c(=O)ccoc12	101	100	-10	-7	101	-28	-2	103	105	-7	107
COC(=O)Cc1[nH]n(-c2ccccc2)c(=O)c1C(C)=Nc1ccccc1	100	107	-2	-14	98	-6	-2	98	95	-12	99
O=C(Nc1ccc(Br)cc1)Nc1ccccc1F	99	97	1	-3	95	3	-4	97	99	0	102
O=C(c1cccs1)N1CCN(Cc2cccc([N+](=O)[O-])c2)CC1	96	98	-9	-6	97	-18	-11	98	101	-2	99
Remaining list, next part
SMILES	HRas wt GTP	Rab7 wt GTP bind	Bim-Bcl-B	Bim-Bcl-XL	Rac1 mut GTP	Bfl-1 Bim block	Bcl-2 Bim block	Rab2 wt GTP	Cdc42 wt	Bcl-W Bim block	Rac1 wt GTP bind
Cc1cnc(NC(=O)CC2CCCC2)s1	99	100	-3	-2	96	-6	-3	102	99	-2	99
CCOc1ccc(N2C(=O)c3cccnc3C2Nc2ccc(C)cc2)cc1 (stereo not given)	99	99	-7	-9	96	-8	-1	97	100	-6	99
O=C(Nc1cccc(Cl)c1)c1ccncc1	100	97	-3	-5	100	-7	-8	100	102	0	104
Cc1nn(Cc2ccc(Cl)cc2)c(C)c1NC(=O)c1noc2c1CCc1ccccc1-2	98	98	-8	-1	97	-10	-8	99	98	0	100
Cc1nc(C(C)N(C)Cc2c(C(=O)N3CCCCC3)nc3c(C)cccn23)c(C)s1 (stereo not given)	96	94	-4	-2	97	-6	-5	95	96	0	100
COc1ccc(C)cc1NCc1cc(=O)oc2cc(-c3ccccc3)c(O)cc12	98	97	0	-6	98	-3	-5	96	101	-8	103
CC(OC(=O)c1cccnc1)C(=O)NCc1ccc2c(c1)OCO2 (stereo not given)	96	95	-6	-10	97	-13	-8	94	98	-3	101
CCCS(=O)(=O)N1CCCC(C(=O)NCCN(CC)CC)C1 (stereo not given)	98	95	2	0	97	-1	2	99	101	1	100
CCN1CCCC1CNC(=O)C(=O)NC (stereo not given)	100	109	-3	0	96	-5	-5	100	98	0	100
COc1ccc(NC(=S)NCCC(c2ccccc2)c2ccccc2)c(OC)c1	99	101	-13	-11	95	-16	-10	96	93	-4	98
CCOC(=O)c1c(C)c(C(=O)NC(C)COC)c(C)n1CC (stereo not given)	109	101	-3	-5	104	-3	-2	107	111	-3	108
CC(C)c1ccc(NC(=O)c2cccc(Br)c2)cc1	101	97	0	-1	97	0	-1	100	99	0	102

Compound profiles, from the list above.
NC(=O)NC(=O)CSc1ccccc1 in the list: HRas wt GTP: 104; Rab7 wt GTP bind: 100; Bim-Bcl-B: -1; Bim-Bcl-XL: 1; Rac1 mut GTP: 101; Bfl-1 Bim block: -3; Bcl-2 Bim block: -4; Rab2 wt GTP: 101; Cdc42 wt: 101; Bcl-W Bim block: 1; Rac1 wt GTP bind: 102
CCN(CC)c1ccc(/C=N/NC(=O)CCC(=O)NCc2ccccc2)c(O)c1 in the list: HRas wt GTP: 99; Rab7 wt GTP bind: 102; Bim-Bcl-B: -9; Bim-Bcl-XL: -5; Rac1 mut GTP: 99; Bfl-1 Bim block: -12; Bcl-2 Bim block: -8; Rab2 wt GTP: 98; Cdc42 wt: 100; Bcl-W Bim block: -3; Rac1 wt GTP bind: 102
COc1cc(/C=C2\C(=N)N3N=CSC3=NC2=O)cc(Br)c1OC(=O)c1ccco1 in the list: HRas wt GTP: 91; Rab7 wt GTP bind: 93; Bim-Bcl-B: 0; Bim-Bcl-XL: 0; Rac1 mut GTP: 89; Bfl-1 Bim block: 5; Bcl-2 Bim block: -1; Rab2 wt GTP: 90; Cdc42 wt: 87; Bcl-W Bim block: 7; Rac1 wt GTP bind: 88
